Source: PubChem BioAssay
SKN-1 block – blocks SKN-1 activity in C. elegans; C. elegans VP596 Pgst-4::GFP/RFP ratio, acrylamide-induced, 24 h; inhibition, % at 21.8 µM; hit rate 0.49% among 360,000; AID 624304;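 active = interference check ratio from 0.5 to 1.5 plus GFP to RFP signal ratio inhibition reaching or exceeding a fixed threshold, cut at about 30% in these data, passing the limit was not always enough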; note: some compounds called inactive have numbers as strong as hits
Neddyl block – inhibitors of human cullin neddylation; TR-FRET cullin neddylation, biochemical; P61081+Q13564; calls only at 25 µM; AID 651699; hit rate 0.58% among 360,000; in the data active = inhibition above about 36%
SUMO1 PPI mod – alters human SUMO1 binding to SIM partners; SUMO1 binding to a labelled peptide, TR-FRET, 1 h; AID 602429; P63165; inhibition, % at 20 µM; hit rate 0.33% among 360,000; in the data active = inhibition above about 37%
Target sequence (P63165 whole entry, looked up): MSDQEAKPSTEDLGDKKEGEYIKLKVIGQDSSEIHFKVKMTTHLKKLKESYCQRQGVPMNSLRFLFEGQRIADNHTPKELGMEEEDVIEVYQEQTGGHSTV
DNMT1 inh – blocks human DNA methyltransferase DNMT1. P26358. DNMT1 molecular beacon, Hinp1I cleavage, fluorescence. inhibition (reported as % activation of signal), % at 10 µM. hit rate 0.83% among 360,000. AID 588458; in the data active = inhibition above about 50%
Tb MetRS inh – blocks T. brucei methionyl-tRNA synthetase activity | hit rate 0.4% among 360,000 | inhibition, % at 11.9 µM | purified T. brucei MetRS, ATP depletion, Kinase-Glo luminescence;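 active = inhibition above a per-plate cutoff of the control wells' mean inhibition plus 3 SD, cut at about 5.5% in these data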;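 note: 0% = DMSO wells median and 100% = median of wells with control inhibitor compound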
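assay system = parasite MetRS enzyme | timing = 15 min preincubation, 2 h reaction, all 25 °C | evaluation = percent inhibition relative to median high and low control wells | medium = HEPES buffer containing pyrophosphatase, BSA, spermine, DTT | compound = single dose, 11.9 µM final nominal, 0.9% final DMSO | detection = Kinase-Glo luminescence, ATP depletion format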
LMPTP block – blocks human LMPTP phosphatase; P24666; AID 651560; recombinant LMPTP-A, OMFP fluorogenic substrate, fluorescence intensity; inhibition, % at 20 µM; hit rate 0.22% among 360,000;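 active = compounds that cut the enzyme signal by at least half of the control window in the single-dose screen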;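 note: plate controls were DMSO wells with enzyme plus substrate for no effect and substrate without enzyme for full effect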
Target sequence (P24666 whole entry, looked up): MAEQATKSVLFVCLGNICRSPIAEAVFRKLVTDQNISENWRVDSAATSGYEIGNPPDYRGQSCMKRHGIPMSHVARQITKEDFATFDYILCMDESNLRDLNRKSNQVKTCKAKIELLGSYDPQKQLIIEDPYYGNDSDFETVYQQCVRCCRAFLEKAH
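Assay system: LMPTP-A, protein tyrosine phosphatase of low molecular weight / Medium: pH 6.0 Bis-Tris buffer with DTT and Triton X-100 / Schedule: 50 min enzyme reaction at room temperature, protected from light / Measured by: endpoint fluorescence intensity from OMFP dephosphorylation / Read-out basis: % inhibition relative to no-enzyme and uninhibited control wells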
STEP inh – blocks human striatal-enriched tyrosine phosphatase. recombinant STEP, OMFP fluorogenic substrate, fluorescence. inhibition, % at 20 µM. hit rate 0.25% among 360,000. AID 588621;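 active = inhibition at 20 µM, scaled per plate between control wells, above about 37%, limit read from the data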;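 note: 0% = DMSO with enzyme and substrate and 100% = substrate only without enzyme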
Target sequence (P54829 whole entry, looked up): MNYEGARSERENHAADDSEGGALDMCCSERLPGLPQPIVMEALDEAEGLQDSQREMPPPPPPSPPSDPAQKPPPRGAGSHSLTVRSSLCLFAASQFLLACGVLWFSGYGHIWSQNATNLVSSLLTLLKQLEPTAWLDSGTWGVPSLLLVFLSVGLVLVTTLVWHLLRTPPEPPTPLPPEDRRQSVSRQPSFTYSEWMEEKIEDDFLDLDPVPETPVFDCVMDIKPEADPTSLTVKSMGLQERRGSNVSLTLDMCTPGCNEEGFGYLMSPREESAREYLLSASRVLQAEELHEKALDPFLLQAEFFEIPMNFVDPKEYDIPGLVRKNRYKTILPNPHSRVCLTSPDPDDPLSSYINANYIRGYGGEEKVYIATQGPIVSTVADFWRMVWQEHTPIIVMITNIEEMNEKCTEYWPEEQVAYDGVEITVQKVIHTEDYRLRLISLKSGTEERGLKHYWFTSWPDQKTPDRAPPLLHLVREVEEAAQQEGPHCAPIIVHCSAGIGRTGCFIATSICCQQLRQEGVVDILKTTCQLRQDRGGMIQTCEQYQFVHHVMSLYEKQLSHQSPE
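Material: STEP (striatal-enriched tyrosine phosphatase) enzyme, cell-free | Medium: 50 mM Bis-Tris pH 6.0 with 2.5 mM DTT and 0.005% Tween 20 | Read-out: Percent inhibition scaled to no-enzyme and uninhibited-enzyme controls, plate-pattern corrected | Signal: Fluorescence read at 480 nm ex / 540 nm em | Times: 20 min reaction, room temperature, in the dark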
CendR NRP1 mod – NRP-1/CendR interaction modulation; inhibition, % at 25 µM; O14786; FAM-RPARPAR peptide binding to NRP-1, fluorescence polarization; hit rate 0.85% among 360,000;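 active = inhibition or corrected inhibition above about 18%, plus a signal ratio from 0.5 to 1.5, limit read from the data, passing the limit was not always enough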; note: strong numbers were not always called active
NadD block – inhibitors of Staphylococcus aureus NadD. purified NadD enzyme, colorimetric absorbance read-out. inhibition, % at 20 µM. hit rate 0.78% among 360,000. AID 602399; in the data active = inhibition above about 26%; note: some compounds past the cut are filed as inactive
Scp-1 inhibitor – inhibitors of human Scp-1 phosphatase. hit rate 0.88% among 340,000. AID 493091. Recombinant Scp1, phosphopeptide, malachite green phosphate absorbance. Q9GZU7. inhibition, % at 20 µM;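 active = inhibition above about 50% at 20 µM, limit read from the data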;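 note: plate controls were DMSO wells with enzyme for no effect and wells lacking enzyme for full effect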
Target sequence (Q9GZU7 76-261 limits assumed): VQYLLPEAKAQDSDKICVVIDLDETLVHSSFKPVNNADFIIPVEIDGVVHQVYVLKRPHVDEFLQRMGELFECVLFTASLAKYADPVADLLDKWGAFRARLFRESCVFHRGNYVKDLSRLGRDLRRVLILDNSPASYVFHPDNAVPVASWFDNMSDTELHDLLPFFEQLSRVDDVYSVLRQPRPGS
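Assay system: SCP-1 catalytic fragment, aa 76-261 | Buffer or medium: Tris acetate buffer pH 5.5 with MgCl2 and Tween-20 | Compound: One concentration, 20 µM, with 1.0% DMSO | Also added: Phospho 17-mer peptide substrate | Signal: Absorbance at 630 nm | Incubation: 45 min enzyme reaction at room temperature | Measure: % inhibition of SCP-1 phosphate liberation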
An asterisk follows results filed as active; i = inactive; nt = no result given.

SMILES | SKN-1 block | Neddyl block | SUMO1 PPI mod | DNMT1 inh | Tb MetRS inh | LMPTP block | STEP inh | CendR NRP1 mod | NadD block | Scp-1 inhibitor
Cc1ccc(-n2c(SCc3nnc4n3CCC4)nnc2-c2ccccc2)cc1 | 20 | i | 2 | 0 | 0.6 | -0.2 | -4 | -6 | 3 | 3
CC(C)n1c(N2CCCC2)nc2c1c(=O)[nH]c(=O)n2C | -10 | i | 1 | -3 | -0.3 | -2.4 | -1 | 6 | -7 | -10
O=C(O)CN(c1ccc(F)cc1)S(=O)(=O)c1ccc2c(c1)OCCO2 | 5 | i | -2 | 4 | -0.9 | -1.3 | -2 | 10 | 7 | -1
Cc1cc(Nc2ccccc2)n(CCOC(=O)COc2ccccc2)n1 | -12 | i | 1 | -4 | -0.8 | 1.8 | 2 | 10 | 1 | -3
Clc1ccccc1OCCCOc1cccc2cccnc12 | -12 | i | -4 | 1 | -0.6 | 1.4 | -3 | 6 | 4 | 3
Cc1cccc(COC[C@H](CC(C)C)N2CCN(C(=O)c3ccc(C(C)(C)C)cc3)CCC2=O)c1 | -8 | i | 2 | nt | -0.8 | 3.6 | nt | -4 | 5 | nt
CCC1CCc2c(sc(N)c2C(N)=O)C1 (stereo not drawn) | 3 | i | 47* | -7 | -0.7 | 0.5 | 0 | -14 | 10 | -8
COc1ccc(OCCSc2nc3ccccc3n2CC(=O)O)cc1 | -1 | i | 8 | -1 | -0.5 | -0.2 | -7 | 1 | 9 | 3
Cn1ncc2c(N3CCN(c4ccccc4F)CC3)ncnc21 | -1 | i | 0 | -2 | -0.8 | 1.0 | -1 | 3 | -2 | 0
Nc1c(C(=O)CSc2nccn2-c2cccc(F)c2)c(=O)[nH]c(=O)n1C1CC1 | 4 | i | -4 | 3 | -0.3 | -2.6 | 1 | 5 | 1 | -9
CC(C)c1ccc(NC(=O)c2cccnc2)cc1 | 23 | i | 1 | -2 | 0.1 | -0.4 | -1 | -10 | 1 | -4
CCOc1ccc(-c2cc(N3C(=O)Nc4ccccc4N3O)n[nH]2)cc1 | 13 | i | -2 | -3 | -0.7 | -0.9 | 1 | 0 | 7 | -1
CCOC(=O)c1ccc(NC(=S)N(CCCN(CC)CC)Cc2ccco2)cc1 | 3 | i | -2 | 3 | -0.3 | -1.0 | -2 | 11 | -4 | -2
CCCCNC(=O)C1c2ccccc2OCC(=O)N1CCCN1CCOCC1 (stereo not drawn) | 15 | i | 2 | nt | -0.8 | -4.3 | nt | 1 | -1 | nt
O=C(NNS(=O)(=O)c1ccccc1F)c1cccc(S(=O)(=O)N2CCOCC2)c1 | 2 | i | 1 | 1 | -0.7 | -1.7 | -4 | -3 | -3 | -5
S=C(Nc1ccccc1)Nc1nc2ccccc2n1CCOc1ccc(Cl)cc1 | 59* | i | -2 | -10 | 5.2 | 2.7 | 3 | 6 | 9 | 5
Cn1cnc([N+](=O)[O-])c1Sc1nc(N)nc2c1ncn2C1OC(CO)C(O)C1O (stereo not drawn) | 20 | i | -22 | 1 | -0.5 | -2.0 | -2 | 6 | 0 | 7
COC(CNC(=O)c1ccc(Cn2c(=S)[nH]c3cc4c(cc3c2=O)OCO4)cc1)OC | -14 | i | -2 | 0 | 1.6 | -1.6 | -2 | -6 | -2 | -21
COc1ccc(NC(=O)CSc2nnc3n2CCCCC3)cc1 | 2 | i | -2 | 1 | 0.5 | -1.1 | -2 | 2 | 1 | 5
COCCN(Cc1cc2cc(C)ccc2n2nnnc12)C(=S)Nc1cccc(C)c1 | 10 | i | -1 | -3 | -0.7 | 0.4 | 0 | -11 | 2 | -17
CNCCC1Sc2ccccc2Oc2ccccc21 (stereo not drawn) | -2 | i | 2 | 0 | -1.1 | 0.9 | 1 | 9 | 4 | -4
CSc1ccc(/C=C2\C(=N)N3N=C(CC(=O)N4CCCCC4)SC3=NC2=O)cc1 | -6 | i | -8 | 5 | -0.2 | 0.1 | -3 | -125 | 9 | 0
CC(C)Cn1c(N)c(C(=O)COC(=O)[C@H](C)NC(=O)c2ccccc2Cl)c(=O)n(C)c1=O | -4 | i | 0 | -1 | 0.2 | -0.3 | -1 | -5 | 5 | -3
N#Cc1cccc(NC(=O)C2SC(=Nc3ccccc3)C(C(=O)N3CCOCC3)=C2N)c1 (stereo not drawn) | 10 | i | -5 | 0 | 0.4 | 0.4 | -1 | 15 | 4 | -7
COc1ccc(NC(=O)COC(=O)CCCC2=NS(=O)(=O)c3ccccc3N2)cc1 | -4 | i | -4 | -2 | 0.5 | -0.7 | -2 | -4 | 3 | -6

Seven of the compounds above, tab-delimited.
structure	SKN-1 block	Neddyl block	SUMO1 PPI mod	DNMT1 inh	Tb MetRS inh	LMPTP block	STEP inh	CendR NRP1 mod	NadD block	Scp-1 inhibitor
Cc1ccc(-n2c(SCc3nnc4n3CCC4)nnc2-c2ccccc2)cc1	20	i	2	0	0.6	-0.2	-4	-6	3	3
CC(C)n1c(N2CCCC2)nc2c1c(=O)[nH]c(=O)n2C	-10	i	1	-3	-0.3	-2.4	-1	6	-7	-10
O=C(O)CN(c1ccc(F)cc1)S(=O)(=O)c1ccc2c(c1)OCCO2	5	i	-2	4	-0.9	-1.3	-2	10	7	-1
Cc1cc(Nc2ccccc2)n(CCOC(=O)COc2ccccc2)n1	-12	i	1	-4	-0.8	1.8	2	10	1	-3
Clc1ccccc1OCCCOc1cccc2cccnc12	-12	i	-4	1	-0.6	1.4	-3	6	4	3
Cc1cccc(COC[C@H](CC(C)C)N2CCN(C(=O)c3ccc(C(C)(C)C)cc3)CCC2=O)c1	-8	i	2	nt	-0.8	3.6	nt	-4	5	nt
CCC1CCc2c(sc(N)c2C(N)=O)C1 (stereo not drawn)	3	i	47*	-7	-0.7	0.5	0	-14	10	-8

The list continues.
SMILES | SKN-1 block | Neddyl block | SUMO1 PPI mod | DNMT1 inh | Tb MetRS inh | LMPTP block | STEP inh | CendR NRP1 mod | NadD block | Scp-1 inhibitor
CCOc1cc(C2C(C(=O)O)c3cc(OCC)c(OCC)cc3C(=O)N2C)ccc1O (stereo not drawn) | -8 | i | 2 | 3 | 0.6 | 0.7 | -2 | 7 | -2 | -9
O=C(CCC1CCCN(C(=O)Cn2cnnn2)C1)NCc1ccc(F)c(F)c1 (stereo not drawn) | 16 | i | 0 | 0 | -0.6 | -0.1 | -1 | 3 | 4 | 5
Cc1nc2ccc(NC(=O)c3ccc(N4C(=O)CCC4=O)cc3)cc2s1 | 1 | i | 4 | -5 | -0.1 | -0.3 | -2 | -1 | -2 | 0
CC(=O)Nc1ccc(NC(=O)CN2C(=O)NC3(CCCCCCC3)C2=O)cc1 | 14 | i | 3 | -3 | 0.2 | -1.4 | 2 | 7 | -1 | -5
Cc1nc(N2CCOCC2)c2c3c(sc2n1)CCC3 | -1 | i | 4 | 1 | 0.0 | -0.9 | -3 | 13 | -6 | -1
O=c1c2ccccc2nc(/C=C/c2cc(Br)ccc2O)n1CCCO | -6 | i | 3 | -3 | -1.4 | 0.6 | -4 | -12 | -3 | 4
COc1ccc(S(=O)(=O)N2CCOCC2)cc1NC(=O)COc1ccccc1 | 10 | i | 8 | -7 | 0.0 | -0.2 | 6 | -1 | 0 | -5
CCCCN(C(=O)NC(=O)Nc1c(C)cc(C)cc1C)S(C)(=O)=O | -3 | i | -4 | -13 | -0.1 | -1.3 | 0 | 8 | 1 | -6
Cc1cc(-c2nnnn2-c2ccc(F)cc2)no1 | 10 | i | -3 | 1 | -0.1 | -1.4 | 1 | -3 | -5 | 0
O=C(O)c1cc(S(=O)(=O)N2CCOCC2)ccc1N1CCOCC1 | -2 | i | -2 | 2 | 0.0 | -1.6 | 0 | -6 | 12 | 3
Clc1ccc(CN2CCN(c3ccccc3)CC2)cn1 | -2 | i | 0 | -4 | -0.2 | -0.8 | 0 | 2 | 0 | -2
CCNC(=S)N(CCCN(C)C)Cc1cc2cc3c(cc2[nH]c1=O)OCCO3 | 13 | i | 1 | -4 | -0.6 | 0.0 | -2 | -20 | 0 | -2
O=C(CSc1nc2nn(-c3ccccc3)c(=O)c-2c2n1CCCCC2)Nc1ccccc1[N+](=O)[O-] | 16 | i | -20 | -3 | -0.3 | 2.1 | 1 | 16 | 18 | -5
O=C(COc1ccccc1C(=O)NCc1ccccn1)Nc1ccc(Br)cc1 | 2 | i | 2 | 7 | 3.0 | 0.6 | 0 | 4 | 2 | -11
CS(=O)(=O)c1ccccc1-c1nnc(NC(=O)C2=COCCO2)o1 | 1 | i | 5 | 2 | 0.2 | -1.2 | 2 | 8 | 3 | -3
CCC(=O)Nc1cccc(-n2nnnc2SCC(=O)c2ccc(C)c(C)c2)c1 | -3 | i | 1 | -7 | -0.4 | 2.9 | -1 | 9 | -5 | -9
COc1ccc(CC(=O)N2CC(C)CC(C)C2)cc1 (stereo not drawn) | -7 | i | 0 | 0 | -0.4 | -0.4 | 7 | 5 | 5 | -1
COc1ccc(/C=C2\SC(=S)N(CCC(=O)Nc3ccc(C(=O)O)cc3)C2=O)cc1 | 18 | i | -19 | 0 | -0.1 | 90* | 95* | -66 | 6 | 87*
CC(C)(C)c1ccc(CC(=O)N2CCC2(C)C(=O)NS(=O)(=O)c2ccc(C#N)cc2)cc1 (stereo not drawn) | 17 | i | 3 | 2 | 0.0 | -3.2 | -2 | 2 | 0 | nt
O=C1NC(=O)C2(CCCC2)N1 | 0 | i | 2 | 2 | 0.4 | -3.7 | 3 | 14 | -2 | 3
COc1ccc(S(=O)(=O)N2CCC(C(=O)Nc3ccccc3N3CCCC3)CC2)cc1OC | 1 | i | -1 | -2 | -0.5 | 0.4 | -1 | 5 | 0 | -6
O=S1(=O)CC(N2CC=CC2)CN1Cc1cn(Cc2ccccc2)nn1 (stereo not drawn) | 4 | i | -2 | nt | 0.0 | 0.3 | nt | 8 | 1 | nt
CC1=CC(C2CC(=O)N(c3ccccc3C)C2=O)CC2C(=O)N(c3ccccc3C)C(=O)C12 (stereo not drawn) | -4 | i | -3 | -2 | -0.7 | -2.6 | 1 | 3 | -1 | -3
